STEP inh – inhibitors of human striatal-enriched phosphatase STEP; recombinant STEP, OMFP fluorogenic substrate, fluorescence; inhibition, % at 20 µM; 360,000 compounds, 0.25% hits; AID 588621;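 active = inhibition at 20 µM, scaled per plate between control wells, above about 37%, limit read from the data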;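 also: 0% = DMSO with enzyme and substrate and 100% = substrate only without enzyme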
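Assay system: isolated STEP enzyme. Buffer or medium: pH 6.0 Bis-Tris with DTT and Tween 20. Also added: fluorogenic phosphatase substrate OMFP at 25 µM final. Dosing: 20 µM, 1% DMSO. Timing: 20 min reaction, room temperature, in the dark. Measured by: fluorescence intensity, excitation 480 nm, emission 540 nm. Evaluation: normalized % inhibition.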
CSN deneddyl inh – blocks human CSN-mediated cullin deneddylation; Q92905; Purified CSN, SCF-Nedd8-OG deneddylation, fluorescence polarization; inhibition, % at 12.5 µM; 360,000 compounds, 0.38% hits;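 active = pattern-corrected inhibition above about 35%, with an unprinted fluorescence ratio check between 0.5 and 1.5, limit read from the data, passing the limit was not always enough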;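 also: 0% = enzyme with substrate and 100% = substrate without enzyme; some results filed as inactive read as strong as hits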
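Assay system: HEK293T-derived human Csn5 enzyme; quantity: 0.24 nM enzyme; medium: Tris/NaCl/DTT buffer, pH 7.5; also added: substrate SCFSkp2-Nedd8OG, 10 nM; doses: 12.5 µM compound; schedule: 90 min reaction at room temperature; signal: FP; read-out: % inhibition of substrate cleavage by Csn5; benchmarks: substrate-only high control, full reaction low control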
Rpn11 inh – blocks the human proteasome subunit Rpn11; 360,000 compounds, 0.59% hits; O00487; calls only at 20 µM; AID 588493; human 26S proteasome, Ub4-pepOG fluorescence polarization; 20S core pre-blocked with epoxomicin;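 active = inhibition at 20 µM, scaled to each plate's controls, above about 33%, limit read from the data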
Scp-1 inhibitor – inhibitors of human Scp-1 phosphatase. Q9GZU7. Recombinant Scp1, phosphopeptide, malachite green phosphate absorbance. inhibition, % at 20 µM. 340,000 compounds, 0.88% hits. AID 493091;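 active = inhibition above about 50% at 20 µM, limit read from the data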;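 also: plate controls were DMSO wells with enzyme for no effect and wells lacking enzyme for full effect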
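Times: enzyme reaction 45 min at room temperature, colour 5 min, stabilisation 30 min. Material: SCP-1 catalytic fragment, aa 76-261. Medium: Acidic Tris acetate buffer with magnesium and detergent. Signal: colorimetric free-phosphate detection, absorbance 630 nm. Read-out basis: % inhibition of SCP-1 phosphate liberation. Reagent: Phosphorylated 17-residue peptide substrate.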
SUMO1-SIM PPI – modulators of human SUMO1-mediated protein-protein interactions; P63165; SUMO1 binding to a labelled peptide, TR-FRET, 1 h; inhibition, % at 20 µM; 360,000 compounds, 0.33% hits; AID 602429; in the data active = inhibition above about 37%
NadD inh – inhibitors of Staphylococcus aureus NadD; inhibition, % at 20 µM; purified NadD enzyme, colorimetric absorbance read-out; 360,000 compounds, 0.78% hits; in the data active = inhibition above about 26%; also: some compounds past the cut are filed as inactive
LMPTP inh – blocks human LMPTP phosphatase; inhibition, % at 20 µM; 360,000 compounds, 0.22% hits; AID 651560; recombinant LMPTP-A, OMFP fluorogenic substrate, fluorescence intensity; P24666;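 active = compounds that cut the enzyme signal by at least half of the control window in the single-dose screen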;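 also: plate controls were DMSO wells with enzyme plus substrate for no effect and substrate without enzyme for full effect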
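Test system – LMPTP-A phosphatase enzyme · Quantity – 0.625 nM LMPTP-A final · Reagent – OMFP substrate, 400 µM final · Dosing – one test concentration per compound, 20 µM, with 3% DMSO overall · Timing – 50 min enzyme reaction at room temperature, protected from light · Detection – fluorescence intensity · Controls – substrate-only low control, DMSO enzyme-plus-substrate high control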
Neddyl block – cullin neddylation inhibition | P61081+Q13564 | TR-FRET cullin neddylation, biochemical | calls only at 25 µM | 360,000 compounds, 0.58% hits | AID 651699; in the data active = inhibition above about 36%
Rin1-Abl PPI inh – human Rin1-Abl interaction inhibition. P00519+Q13671. TR-FRET Rin1/Abl binding, biochemical. inhibition, % at 7.35 µM. 360,000 compounds, 0.4% hits. AID 588664; in the data active = inhibition above about 5%, passing the limit was not always enough
DNMT1 inh – DNMT1 (human) enzyme inhibition; DNMT1 molecular beacon, Hinp1I cleavage, fluorescence; 360,000 compounds, 0.83% hits; AID 588458; inhibition (reported as % activation of signal), % at 10 µM; P26358; in the data active = inhibition above about 50%
Numbers without * were called inactive; i = inactive; . = no result given.

The line under a structure holds: Scp-1 inhibitor	STEP inh	Rin1-Abl PPI inh	SUMO1-SIM PPI	LMPTP inh	Rpn11 inh	NadD inh	CSN deneddyl inh	DNMT1 inh	Neddyl block
> Cc1[nH]c2ccccc2c1C(=O)COC(=O)C1CCC(=O)N1 (stereo not given)
    5	-7	4	6	-0.7	i	-3	2	0	i
> Cc1cc(/C=N/NC(=O)c2cccc(F)c2)c(C)n1-c1ccccc1
    22	3	2	0	-0.5	i	7	10	0	i
> NC(=O)CSc1nc2c(sc(=S)n2-c2ccccc2)c(=O)[nH]1
    -12	-1	0	0	-2.3	i	-5	0	0	i
> CC(C)Oc1cccc(C(=O)NC(=S)Nc2ccccc2N2CCOCC2)c1
    -7	1	1	11	3.7	i	0	8	-3	i
> CCOc1ccc(NC(=O)CSc2nc3ccsc3c(=O)n2Cc2ccc(C(=O)O)cc2)cc1
    .	3	5	9	-0.6	i	6	-3	4	i
> Nc1ccc(C(=O)OCC(=O)N2CCOCC2)cc1[N+](=O)[O-]
    4	-2	-7	-22	0.5	i	0	-1	-1	i
> O=C(CSc1nnc(-c2ccc(F)cc2)o1)N1CCN(C(=O)c2ccco2)CC1
    0	1	1	2	-1.8	i	4	2	10	i
> CC(C)c1ccc(S(=O)(=O)N2CCN(C(=O)c3ccncc3)CC2)cc1
    -5	-1	3	17	-1.1	i	4	-4	1	i
> Cc1ccc(NC(=O)Nc2ccc3c(c2)C(=O)OC3)cc1Cl
    -8	-1	-4	0	3.5	i	-1	-2	26	i
> O=C(CCN1C(=O)c2cccc3cccc(c23)C1=O)N1CCN(Cc2ccc3c(c2)OCO3)CC1
    -6	4	-1	-21	5.5	i	0	1	-4	i
> O=C(N/N=C/c1cn[nH]c1-c1ccc(F)cc1)c1ccncc1
    -4	-1	-2	0	-1.2	i	-6	-4	5	i
> CC(C)Cn1c(N)c(C(=O)COC(=O)c2cccn2C)c(=O)n(C)c1=O
    0	-1	6	4	-0.6	i	-3	2	-2	i
> CCc1c(C2(O)CCCCC2)[nH]c2ccc(C(=O)OC)cc12
    -3	1	1	-8	1.2	i	-7	-4	-2	i
> Cc1ccc(C(=O)NCCNC(=O)COc2ccccc2Cl)cn1
    -1	-1	-2	2	1.5	i	-2	-3	2	i
> CCOC(=O)c1ccc(OCC(=O)c2ccc(O)cc2O)cc1
    -11	-3	-4	15	0.7	i	-10	-3	0	i

Other results
The line under a structure holds: Scp-1 inhibitor	STEP inh	Rin1-Abl PPI inh	SUMO1-SIM PPI	LMPTP inh	Rpn11 inh	NadD inh	CSN deneddyl inh	DNMT1 inh	Neddyl block
> COc1ccccc1N(C)S(=O)(=O)c1ccc(C(=O)OCC(=O)Nc2ccc(C(N)=O)cc2)cc1
    -2	-2	1	0	0.3	i	-1	0	-6	i
> COc1cccc(CC2(CO)CCCN(Cc3c(C)cc(C)cc3-n3cccn3)C2)c1 (stereo not given)
    1	-21	0	0	-0.1	i	-2	6	2	i
> Cc1ccc(NC(=O)CSc2nnc(-c3cccnc3)n2CCN2CCCCC2)cc1
    -7	-2	-1	3	0.1	i	-5	-4	1	i
> CC(C)OCCCNC(=O)CCN1C(=O)COc2ccccc21
    0	-6	-2	3	-2.1	i	2	-1	4	i
> O=C(Nc1ccccc1)c1cccnc1NCCc1ccccc1
    4	-3	-1	-2	4.0	i	3	-6	-3	i
> CN1CCC(N(CCc2ccccc2)C(=O)CCC(=O)O)CC1
    -4	1	-2	2	-3.2	i	1	2	0	i
> COc1ccc(C(=O)Nc2ccc(-c3nnn(CC(=O)NCc4ccco4)n3)cc2)cc1
    6	5	-1	0	21	i	1	2	37	.
> COc1ccc(-c2cc(N3C(=O)Nc4ccccc4N3O)n[nH]2)cc1OC
    -5	0	2	6	-1.9	i	5	-2	2	i
> Cc1nc2cc(Cc3ccccc3)ccc2o1
    -3	0	7	2	-0.6	i	2	2	-1	i
> COc1ccc(NC(=O)C2C(c3ccccc3)C2(Cl)Cl)c(OC)c1 (stereo not given)
    -11	0	-1	3	1.4	i	-3	1	-5	i
> O=C(COC(=O)Cc1ccccc1[N+](=O)[O-])NCc1ccc(Cl)cc1
    -1	0	0	-9	-0.7	i	7	2	-3	i
> C#CCOCCOCCOCCNc1nc(N2CCOCC2)nc(N2CCN(C(=O)[C@H](C)n3cc(CCC(=O)O)nn3)CC2)n1
    -6	1	5	-4	-3.1	i	-3	-7	7	i
> CCOC(=O)NNC1CC(=O)N(c2ccc(OC)cc2)C1=O (stereo not given)
    -2	-1	0	-3	-0.9	i	-4	3	6	i
> O=C(Nc1nccs1)c1ccc(Br)c(S(=O)(=O)N2CCCC2)c1
    -9	-1	5	4	-0.3	i	-11	0	2	i
> S=C(Nc1ccccc1)Nc1ccc(Br)cc1
    0	1	-3	0	0.0	i	-3	2	0	i

Whole records from above. Screens in order: Scp-1 inhibitor, STEP inh, Rin1-Abl PPI inh, SUMO1-SIM PPI, LMPTP inh, Rpn11 inh, NadD inh, CSN deneddyl inh, DNMT1 inh, Neddyl block
Shown for CN1CCC(N(CCc2ccccc2)C(=O)CCC(=O)O)CC1 : -4, 1, -2, 2, -3.2, i, 1, 2, 0, i
Shown for COc1ccccc1N(C)S(=O)(=O)c1ccc(C(=O)OCC(=O)Nc2ccc(C(N)=O)cc2)cc1 : -2, -2, 1, 0, 0.3, i, -1, 0, -6, i
Shown for CCOC(=O)NNC1CC(=O)N(c2ccc(OC)cc2)C1=O (stereo not given) : -2, -1, 0, -3, -0.9, i, -4, 3, 6, i
Shown for CC(C)OCCCNC(=O)CCN1C(=O)COc2ccccc21 : 0, -6, -2, 3, -2.1, i, 2, -1, 4, i
Shown for Cc1ccc(NC(=O)CSc2nnc(-c3cccnc3)n2CCN2CCCCC2)cc1 : -7, -2, -1, 3, 0.1, i, -5, -4, 1, i

Going on with the list:
The line under a structure holds: Scp-1 inhibitor	STEP inh	Rin1-Abl PPI inh	SUMO1-SIM PPI	LMPTP inh	Rpn11 inh	NadD inh	CSN deneddyl inh	DNMT1 inh	Neddyl block
> CCn1nnnc1Oc1ccc(Cl)cc1
    -3	-1	0	5	-1.2	i	-5	1	4	i
> COc1ccc(C2C(C(=O)Nc3ccccn3)=C(C)Nc3ncnn32)c(OC)c1 (stereo not given)
    -13	-1	2	2	-1.7	i	4	0	-2	i
> CC[N+](C)(CC)CC(=O)OCC1C(C)C=C(C)CC1C (stereo not given)
    56*	0	1	-6	0.4	i	18	5	-1	i
> CCn1c(SCC(=O)c2ccc(OC)cc2)nnc1C(C)NC(=O)c1ccc(OC)cc1 (stereo not given)
    -3	-2	-3	1	-0.9	i	3	-7	-2	i
> CC(=O)NN1CCc2cc3ccc(C)cc3nc21
    3	-2	0	0	0.6	i	1	-2	0	.
> O=S(=O)(c1ccccc1)c1cccc(S(=O)(=O)N2CCCCC2)c1
    -6	-2	2	1	-0.1	i	0	1	0	i
> CC(C)(Sc1ccc(CCN(CCCCC2CCCCC2)C(=O)NC2CCCCC2)cc1)C(=O)O
    -1	3	0	20	3.8	i	46*	10	43	i
> COc1ccc(CNC(=O)C(=O)NCC2OCCN2S(=O)(=O)c2ccc3c(c2)OCCO3)cc1 (stereo not given)
    -12	1	2	4	-1.2	i	-1	4	-2	i
> O=C(N/N=C/c1cccnc1)c1ccccc1
    -7	-2	2	-4	-0.8	i	-1	5	4	i
> CN(Cc1ccccc1)C(=O)Cc1ccccc1
    4	-4	0	0	-1.7	i	-1	1	7	i
> CC(NC(=O)c1ccco1)C(=O)N1CCN(c2cccc(C(F)(F)F)c2)CC1 (stereo not given)
    -3	-2	0	6	-1.0	i	1	0	-2	i
> COc1ccc(C(=O)NCC(=O)OCc2ccccc2F)cc1
    -5	5	-1	1	-1.1	i	0	2	0	i
> COC(=O)c1ccccc1NC(=O)c1cc[n+]([O-])cc1
    0	2	-1	-6	-1.2	i	-4	-1	-1	i
> O=C(CN1C(=O)NC2(CCc3ccccc3C2)C1=O)NCc1ccco1 (stereo not given)
    -2	0	2	-2	-0.6	i	1	1	1	i
> CC(OC(=O)c1ccc(Cl)nc1)C(=O)NC1CCCC1 (stereo not given)
    1	-2	2	0	-1.7	i	-1	-4	4	i

(listing goes on)
The line under a structure holds: Scp-1 inhibitor	STEP inh	Rin1-Abl PPI inh	SUMO1-SIM PPI	LMPTP inh	Rpn11 inh	NadD inh	CSN deneddyl inh	DNMT1 inh	Neddyl block
> CCOCCCNC(=O)N[C@H](C(=O)OC)C(C)CC (stereo not given in full)
    -11	1	1	1	0.2	i	-2	-4	-5	i
> N#Cc1ccc(C(=O)N(Cc2ccccc2)c2ccccc2)cc1
    -8	0	0	2	-0.5	i	0	2	-1	i
> CC(c1ccco1)N(C(=O)c1cccc(S(=O)(=O)N(C)C)c1)c1ccccn1 (stereo not given)
    -2	0	1	0	-1.0	i	-9	-2	1	i
> Cc1c(C(=O)OCC(=O)N(CC(C)C)c2c(N)n(Cc3ccccc3)c(=O)[nH]c2=O)oc2ccccc12
    -2	5	3	3	-2.6	i	10	-1	-9	i
> CC(C)C(=O)N1CCN(c2c(Cl)cccc2[N+](=O)[O-])CC1
    -21	-2	-1	-19	-0.7	i	-1	-1	3	i
> Cc1ccc(NC(=O)C(C)Sc2nnc(-c3cccnc3)o2)cc1 (stereo not given)
    -1	3	-3	-1	-3.7	i	2	0	-2	i
> O=C(COC(=O)C1=COCCO1)NCc1ccc(F)cc1
    10	0	-3	-5	-1.0	i	1	1	3	i
> Fc1ccc(COc2ccccc2CNCc2ccncc2)cc1
    -7	1	1	-4	-2.0	i	1	0	-4	i
> COc1ccc([N+](=O)[O-])cc1NC(=O)C(C)OC(=O)c1ccccn1 (stereo not given)
    -9	1	1	-12	0.3	i	4	-4	-1	i

Rows were taken by chance; any-hit rate near 3.8%.
